# Pf growth 48h: P. falciparum growth inhibition at 48 hours (one generation). P. falciparum luciferase growth in erythrocytes, 48 h. Potency, µM (top dose mostly 28.7 µM), for the others: at the highest dose activity change, negative = inhibition, usual class: inhibitors. actives 5.9% (n = 310,000). AID 504832; note: potency is the fitted concentration of half-maximal effect; % is set by controls: 0 for no effect and ±100 for the full control effect
#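 Luciferase-expressing parasites in RBCs, 2% Hct / 0.1% parasitemia final; RPMI 1640 + 0.5% Albumax; 37 C, 5% CO2, one generation; luminescence read-out, lower signal = inhibition.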
# AMA1 RON2 block: inhibitors of Plasmodium falciparum AMA1-RON2 interaction; actives 0.2% (n = 360,000); AID 720542; AlphaScreen AMA1-biotinylated RON2 peptide binding; Potency, µM (titrated, usually from 58.2 µM), inactives show at the highest dose activity change, negative = inhibition, hits mostly inhibitors;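 note: potency is the fitted concentration of half-maximal effect; 0% = vehicle wells and -100% = peptide control; nearly all actives have a fitted effect of over 45% in size; some results filed as inactive show a strong effect at the top dose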
#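 AMA1 (3D7) with his tag at 25 nM final met compounds first, then biotinylated RON2 peptide at 25 nM; detection used donor plus acceptor beads, 10 µg/mL apiece, read by AlphaScreen after 30 min at room temperature.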
# Pf growth 96h: inhibits malaria parasite growth, 96 h; AID 504834; Potency, µM (doses to about 28.7 µM), for the others: at the highest dose activity change, negative = inhibition, most hits filed as inhibitors; P. falciparum luciferase reporter growth, 96 h; actives 6.9% (n = 320,000); note: potency is the fitted concentration of half-maximal effect; % is set by controls: 0 for no effect and ±100 for the full control effect
#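 P. falciparum expressing integrated firefly luciferase, in erythrocytes at 2% hematocrit, 0.05% parasitemia, incubated with compounds 96 h at 37 C, 5% CO2. Growth inhibition read as loss of luminescence; two-generation exposure targets delayed-death apicoplast inhibitors.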
# CHX counter: affects cycloheximide protein synthesis inhibition readout, counter-screen. cell reporter, cycloheximide protein synthesis inhibition counterscreen. max response, %. actives 12% (n = 300,000); in the data active = max response mostly above about 13%, no sharp cut-off; inactive = mostly below about 14%; note: read at 38.3 µM for the half of the compounds with a filed dose; 0% is about no effect
# Shiga inhibitor: inhibitors of Shiga toxin in Vero cells. Vero cells, Shiga toxin protein synthesis inhibition reporter. inhibition, % at 38.7 µM. actives 9.2% (n = 290,000); in the data active = inhibition mostly above about 28%, no sharp cut-off; inactive = mostly below about 43%; note: 0% is about no effect
# LmPK inh: blocks Leishmania mexicana pyruvate kinase activity; Potency, µM (top dose mostly 57.5 µM), for inactives: at the highest dose activity change, negative = inhibition, usual class: inhibitors; purified LmPK, Kinase-Glo ATP luminescence, 1 h; actives 0.37% (n = 290,000); note: potency is the fitted concentration of half-maximal effect; % is set by controls: 0 for no effect and ±100 for the full control effect
# Target sequence (Q27686 whole entry, looked up): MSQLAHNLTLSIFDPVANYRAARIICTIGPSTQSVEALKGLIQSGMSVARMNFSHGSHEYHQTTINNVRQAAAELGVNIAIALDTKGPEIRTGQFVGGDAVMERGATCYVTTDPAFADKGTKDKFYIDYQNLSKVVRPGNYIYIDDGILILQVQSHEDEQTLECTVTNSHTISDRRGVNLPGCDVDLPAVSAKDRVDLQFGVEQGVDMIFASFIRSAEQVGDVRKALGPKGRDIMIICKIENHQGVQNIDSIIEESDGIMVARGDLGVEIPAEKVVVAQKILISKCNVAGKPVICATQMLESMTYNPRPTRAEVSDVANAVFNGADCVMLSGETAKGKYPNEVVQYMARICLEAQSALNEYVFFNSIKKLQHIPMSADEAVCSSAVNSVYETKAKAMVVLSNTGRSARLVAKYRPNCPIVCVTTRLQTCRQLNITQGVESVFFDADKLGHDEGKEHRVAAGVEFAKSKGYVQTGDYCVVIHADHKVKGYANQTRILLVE
#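 Screened at intermediate enzyme activity to detect both inhibitors and activators: LmPK at 0.1 nM, with a 0.5 nM enzyme column as activation reference. PEP 0.5 mM, ADP 0.1 mM; ATP detected by luminescence after 1 h.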
# TbPYK inhibitor: inhibitors of Trypanosoma brucei pyruvate kinase | Potency, µM (highest dose often 76.8 µM), inactives show top-dose activity, negative = inhibition, usual class: inhibitors | TbPYK enzyme, Kinase-Glo Plus ATP luminescence, 45 min | AID 624173 | Q57TT1 | actives 0.12% (n = 410,000); note: potency is the fitted concentration of half-maximal effect; % is set by controls: 0 for no effect and ±100 for the full control effect; nearly all actives have a fitted effect of over 50% in size
#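 Quantitative HTS: titrated library compounds versus trypanosomal pyruvate kinase in TEA buffer (pH 7.2) containing KCl, MgCl2, BSA and Tween-20. Reactions were initiated with ADP, 130 uM final. Kinase-Glo Plus luminescence was read after 45 min at RT.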
# * = called active by the depositor; i = inactive; ? = inconclusive; . = no result given; & = joins results of further samples; [ ] = remark or other dose. Unless noted, calls come from the whole dose curve; as a rule, active = well fitted curve in the direction sought with a large enough effect; inconclusive = small, poorly fitted or top-dose-only effect, or another doubt; inactive = no such curve, though single readings can be large; an effect the other way counts as inactive or inconclusive.
SMILES | Pf growth 48h | AMA1 RON2 block | Pf growth 96h | CHX counter | Shiga inhibitor | LmPK inh | TbPYK inhibitor
COc1cc(C(=O)Nc2cc(C)c(OCC(=O)N3CCOCC3)c(C)c2)cc(OC)c1OC | ? | 3% | 13µM* | 9 | 12 | 4% | 7%
CCN(CC)S(=O)(=O)c1ccc(NC(=O)CSc2nnc(-c3cccc(OC)c3)n2C)cc1 | 10µM* | -1% | ? | -1 | -1 | 0% | -3%
O=S(=O)(c1ccc(Br)cc1)N1CCCC1 | -3% | 4% | -56% | -4 | -3 | 2% | -3%
O=C(NC(=S)Nc1ccccc1)c1ccc(-c2ccccc2)cc1 | 58%[activator] | 16% | 1% | 16 | 19 | -2% | 9%
O=C(NCC(=O)N(CCN1CCOCC1)C(C(=O)NC1CCCC1)c1cccnc1)c1cccs1 (centres undefined) | 3% | 15% | . | -5 | 0 | -4% | -5%
CCCCn1c(O)c(N=NC(=O)c2ccccc2NS(=O)(=O)c2cccs2)c2ccccc21 | -27% | 13% | ? | -3 | -1 | -1% | 0%
O=C(CCNS(=O)(=O)/C=C/c1ccccc1)NCCc1c[nH]c2ccccc12 | -5% | -8% | -6% | -2 | 12 | -4% | 2%
O=C(Cc1ccc(Cl)cc1)NCC(=O)N1CCCC1 | 18% | -3% | 3% | -3 | -5 | 2% | 0%
Cn1c(SCC(=O)Nc2nccs2)nnc1C12CC3CC(CC(C3)C1)C2 | 0% | 0% | 9% | 27* | 37 | -1% | -3%
CCOC(=O)c1ccc(NC(=O)Nc2ncccc2C)cc1 | 35%[activator] | 12% | -1% | 8 | -2 | -6% | -1%
COc1ccc2nc(C(C)O)[nH]c2c1 (centres undefined) | 13% | 1% | 32%[activator] | 11 | 14 | 0% | -1%
CN1/C(=C\C(=O)CSc2cccc[n+]2[O-])C(C)(C)c2ccccc21 | -24% | 18% | 3.3µM* | 1 | -14 | 3% | 1%
Nc1ccc(OCC(O)C[n+]2ccc(CCS(=O)(=O)[O-])cc2)cc1 (centres undefined) | 14% | -6% | 15% | 0 | 21 | 2% | -9%
CCOc1ccccc1C(=O)NCC(=O)N1CCN(Cc2ccc3c(c2)OCO3)CC1 | ? | 8% | ? | . | . | . | 3%
COc1ccc(C2CCCN2C(=O)Nc2cccc(C(C)=O)c2)cc1OC (centres undefined) | ? | -10% | 38%[activator] | -1 | 27 | 0% | 4%
CCCCNC(=O)c1sc(=S)n(-c2ccccc2OC)c1N | 2% | -5% | ? | -1 | 29 | 0% | -10%
C=CCCN(C(CC(C)C)C(=O)OC)S(=O)(=O)c1cc(Br)ccc1Br (centres undefined) | ? | 20% | ? | 30&-4 | 29&-4 | 0% | -18%
CC(=O)Nc1ccc(S(=O)(=O)N2CCC(C(=O)NCc3ccco3)CC2)cc1 | -7% | 0% | ? | -3 | -10 | -9% | -2%
C#CCOCCOCCOCCNc1nc(N2CCOCC2)nc(N2CCN(C(=O)[C@H](C)n3cc(CCCN=C(N)N)nn3)CC2)n1 | 19% | 2% | -23% | -3 | -11 | -1% | -4%
COCCn1c(SCC(=O)Nc2ccc(Cl)cn2)nc2ccccc21 | . | 4% | ? | -2 | 2 | 13% | -6%
COc1ccc(C(=O)c2c(N)sc3c2CCN(C(=O)OC(C)(C)C)C3)cc1 | 13µM* | 57%[activator] | ? | -6 | -4 | 0% | -1%
CCCNC(=O)C(Cc1ccc(Br)cc1)NC(=O)c1ccc(C#N)cc1 (centres undefined) | -27% | 11% | 29% | . | . | . | 0%
NC(=O)COc1ncn(-c2ccccc2)n1 | . | 2% | 18% | 8 | -6 | -4% | 4%
CCCNC(=O)c1ccc2c(=O)c(O)c(-c3ccc(C)cc3)[nH]c2c1 | ? | 100%[activator] | ? | -8 | -16 | 0% | 2%
CC(/C=N\NC(=O)Cn1c(C)nc2ccccc21)=C\c1ccccc1 | 16% | -5% | 32%[activator] | -1 | 17 | 5% | -1%
OCC1(CCOc2ccccc2)CCN(Cc2nc3ccc(F)cc3[nH]2)CC1 | ? | 64%[activator] | 62%[activator] | -2 | 21 | 3% | -2%
CC(NC(=O)c1ccccc1NC(=O)c1ccccc1)C(=O)N1CCOCC1 (centres undefined) | ? | -7% | ? | -2 | -5 | 2% | -1%
COc1ccccc1C1/C(=C(/O)c2ccccc2)C(=O)C(=O)N1CCO (centres undefined) | 4% | 0% | -9% | -2 | -16 | -1% | 6%
Clc1ccc2nc(N3CCN(c4ccccc4)CC3)sc2c1 | . | 0% | . | 37* | 135* | 0% | 0%
O=C(Nc1ccc(Br)cc1Cl)c1cnccn1 | 29% | 14% | . | 19* | 30 | -1% | -8%

# Entries of single compounds from above. Values in the order: Pf growth 48h, AMA1 RON2 block, Pf growth 96h, CHX counter, Shiga inhibitor, LmPK inh, TbPYK inhibitor
# `C=CCCN(C(CC(C)C)C(=O)OC)S(=O)(=O)c1cc(Br)ccc1Br` (centres undefined) is listed with ?, 20%, ?, 30&-4, 29&-4, 0%, -18%
# `CCCCNC(=O)c1sc(=S)n(-c2ccccc2OC)c1N` is listed with 2%, -5%, ?, -1, 29, 0%, -10%
# `CCCNC(=O)c1ccc2c(=O)c(O)c(-c3ccc(C)cc3)[nH]c2c1` is listed with ?, 100%[activator], ?, -8, -16, 0%, 2%
# `NC(=O)COc1ncn(-c2ccccc2)n1` is listed with ., 2%, 18%, 8, -6, -4%, 4%

# Five compounds drawn at random from those above:
SMILES | Pf growth 48h | AMA1 RON2 block | Pf growth 96h | CHX counter | Shiga inhibitor | LmPK inh | TbPYK inhibitor
CCCNC(=O)c1ccc2c(=O)c(O)c(-c3ccc(C)cc3)[nH]c2c1 | ? | 100%[activator] | ? | -8 | -16 | 0% | 2%
CCCNC(=O)C(Cc1ccc(Br)cc1)NC(=O)c1ccc(C#N)cc1 (centres undefined) | -27% | 11% | 29% | . | . | . | 0%
OCC1(CCOc2ccccc2)CCN(Cc2nc3ccc(F)cc3[nH]2)CC1 | ? | 64%[activator] | 62%[activator] | -2 | 21 | 3% | -2%
CCCCNC(=O)c1sc(=S)n(-c2ccccc2OC)c1N | 2% | -5% | ? | -1 | 29 | 0% | -10%
Clc1ccc2nc(N3CCN(c4ccccc4)CC3)sc2c1 | . | 0% | . | 37* | 135* | 0% | 0%

# Remaining list, next part:
SMILES | Pf growth 48h | AMA1 RON2 block | Pf growth 96h | CHX counter | Shiga inhibitor | LmPK inh | TbPYK inhibitor
COc1cc(C2C3=C(CC(C)(C)CC3=O)N(C)C(=O)N2C)cc(OC)c1OC (centres undefined) | 1% | -1% | . | -3 | -11 | -1% | -24%
CC(C)OC(=O)CSc1nc(-c2ccc(F)cc2)nc2ccc(F)cc12 | 36%[activator] | 6% | 0% | -2 | -6 | -2% | 4%
COc1ccc(CCn2ccc(O)c(Cc3ccc(Cl)cc3)c2=O)cc1OC | ? | 0% | ? | 2 | -28 | -1% | -5%
CCCCN1C(=O)N(c2ccc(Cl)cc2)C(C)(O)CC1(C)C (centres undefined) | 6%[0.00184 µM] | 9% | -7% | -1 | -5 | -4% | -5%
COC(=O)c1ccc(Cn2cc(/C=C\[N+](=O)[O-])c3ccccc32)o1 | 4.7µM* | -10% | ? | -3 | . | -2% | -9%
O=C(CC1SC(=Nc2ccccc2)N(Cc2ccccn2)C1=O)Nc1cccc(Cl)c1 (centres undefined) | 6.6µM* | 20% | ? | 15* | 44* | 1% | 0%
CCN(CC)CCNC(=O)c1ccc2c(=O)n(CCc3ccccc3)c(=O)[nH]c2c1 | -4% | 4% | -24% | 10 | 42 | 3% | -4%
O=C(CCc1c[nH]c2ccccc12)NCc1ccncc1 | 9% | -3% | 4% | -6 | -4 | 0% | -2%
Cc1cc(C)c(S(=O)(=O)N2CCN=C2c2ccccc2)c(C)c1 | 4% | 8% | 8% | -2 | 11 | 0% | -4%
Cc1cc2ncc(S(C)(=O)=O)c(N)n2n1 | i | 36%[activator] | 73%[activator] | 4 | 8 | 1% | -4%
Fc1ccc(N2CCN(c3ccc4c(C(F)(F)F)cc(C(F)(F)F)nc4n3)CC2)cc1 | ? | -2% | ? | -3 | -4 | 3% | .
CSc1ccccc1NC(=O)CN(C)CC(=O)Nc1ccc(N2CCOCC2)cc1 | 2% | 82%[activator] | ? | 3 | -3 | 0% | 4%
C=CCOc1c(Br)cc(CNn2nnnc2N)cc1OCC | -16% | -5% | . | 0 | -9 | 0% | -2%
CN1CCN(C(=O)c2ccccc2N(Cc2ccccc2)S(C)(=O)=O)CC1 | 4% | -4% | . | -2 | 2 | 1% | -4%
COCCn1c(SCC(=O)Nc2ccc3c(c2)OCCO3)nc2c(c1=O)SC(C)C2 (centres undefined) | 7% | 2% | ? | 23* | 30* | 2% | 3%

# Arranged by SMILES length (highest first): part of the list above
SMILES | Pf growth 48h | AMA1 RON2 block | Pf growth 96h | CHX counter | Shiga inhibitor | LmPK inh | TbPYK inhibitor
C#CCOCCOCCOCCNc1nc(N2CCOCC2)nc(N2CCN(C(=O)[C@H](C)n3cc(CCCN=C(N)N)nn3)CC2)n1 | 19% | 2% | -23% | -3 | -11 | -1% | -4%
COCCn1c(SCC(=O)Nc2ccc(Cl)cn2)nc2ccccc21 | . | 4% | ? | -2 | 2 | 13% | -6%
Cc1cc2ncc(S(C)(=O)=O)c(N)n2n1 | i | 36%[activator] | 73%[activator] | 4 | 8 | 1% | -4%

# Later entries
SMILES | Pf growth 48h | AMA1 RON2 block | Pf growth 96h | CHX counter | Shiga inhibitor | LmPK inh | TbPYK inhibitor
CC(O)CCC(=O)NNC1CC(=O)N(c2ccccc2)C1=O (centres undefined) | 8% | 36%[activator] | 38%[activator] | 11 | -10 | 3% | 4%
CC(Nc1[nH]c(=O)n(C)c(=O)c1N=O)c1ccccc1 (centres undefined) | 0% | -24% | 1% | -6 | 4 | 1% | 5%
CCCNC(=O)c1onc(CS(=O)(=O)c2cccc(OC)c2)c1C(=O)NCCC | ? | 0% | ? | . | . | . | -6%
COC(=O)C(Cc1ccc(O)cc1)NC(=O)C(C)NC(=O)c1ccc(C(C)(C)C)cc1 (centres undefined) | -6% | 6% | -1% | 9 | 20 | 1% | -1%
Cc1ccc(N2CC(C(=O)N3CCC4(CC3)CC(=O)c3ccccc3O4)CC2=O)cc1 (centres undefined) | ? | -15% | ? | . | . | . | 4%
O=C(COCc1cc(-c2cccs2)on1)NC1CCCCC1 | 13% | 19% | 18% | 7 | -6 | -1% | 0%
Cc1ccc(C)c(NC(=O)CN(C)C(=O)CSC(C)C(=O)Nc2cc(C)on2)c1 (centres undefined) | 65%[activator] | 18% | 40%[activator] | 1 | -10 | -3% | ?
COc1cccc(CNC(=O)COC(=O)c2cc([N+](=O)[O-])ccc2N2CCCC2)c1 | ? | -11% | ? | . | . | . | 0%
O=C1Nc2c(c(=O)[nH]c(=O)n2-c2ccccc2)C(C(F)(F)F)(C(F)(F)F)N1 | 21% | -4% | . | -3 | -2 | -3% | 4%
CCOc1ccccc1NC(=O)CSc1nnc(CCC(=O)Nc2ccccc2F)n1C | -20% | -3% | -11% | 4 | -30 | -12% | 2%
CSc1ccc(CN(C)C(=O)c2cc(=O)[nH]c3ccccc23)cc1 | -14% | -12% | -11% | -7 | -5 | -3% | 6%
